4MU fluor – qHTS Assay for Spectroscopic Profiling in 4-MU Spectral Region | max dye-equivalent concentration, M | 59,000 tested, 11% active | AID 589, 2007 | compound autofluorescence, 340/450 nm, 4-MU equivalents; stronger effect = higher value; in the data active = max dye-equivalent concentration above about 10 nM; inconclusive = mostly about 1.1 nM to 9.6 nM
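Intrinsic fluorescence at 340/450 nm (ex/em) was read after 15 min at room temperature in pH 8.0, 100 mM Tris. Each compound concentration expressed as 4-MU-equivalent concentration from a six-point 4-MU standard series on each plate.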
Casp7 inh – qHTS Assay for Allosteric/Competitive Inhibitors of Caspase-7. 75,000 tested, 0.02% active. Potency, µM (top dose mostly 57.5 µM), for the others: top-dose activity change, negative = inhibition, most hits filed as inhibitors. recombinant caspase-7, Ac-DEVD-AFC fluorescence rate. AID 889, 2007; active = well fitted inhibition curve with a large enough effect in the main read-out, with a control signal flat, not every such curve was filed as active; inconclusive = small, poorly fitted or top-dose-only effect, or a change in a side signal; note: potency is the fitted concentration of half-maximal effect; % of control where 0% means no effect
Target sequence (P55210 24-198 limits assumed): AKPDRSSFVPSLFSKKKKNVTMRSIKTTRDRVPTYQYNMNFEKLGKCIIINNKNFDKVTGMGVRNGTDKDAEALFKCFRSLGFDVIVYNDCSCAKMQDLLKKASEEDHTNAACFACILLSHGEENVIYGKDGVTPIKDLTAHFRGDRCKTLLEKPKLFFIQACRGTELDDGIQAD
Target sequence (P55210 207-303 limits assumed): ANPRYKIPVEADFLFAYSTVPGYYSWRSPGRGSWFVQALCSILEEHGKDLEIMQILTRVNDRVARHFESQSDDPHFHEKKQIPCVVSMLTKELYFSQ
A350 autofl – qHTS Assay for Spectroscopic Profiling in A350 Spectral Region; Compound autofluorescence, 340/450 nm, Alexa 350 dye-equivalents; stronger effect = higher value; max dye-equivalent concentration, M; 59,000 tested, 11% active; AID 590, 2007; in the data active = max dye-equivalent concentration above about 10 nM; inconclusive = mostly about 1.1 nM to 9.6 nM
FLuc inh – qHTS Assay for Inhibitors of Firefly Luciferase; purified firefly luciferase, luminescence, 8 min; Potency, µM (doses to about 57.1 µM), inactives show at the top dose activity change, negative = inhibition, most hits filed as inhibitors; 72,000 tested, 2.2% active; note: potency is the fitted concentration of half-maximal effect; % is set by controls: 0 for no effect and ±100 for the full control effect; nearly all actives have a fitted effect of over 40% in size
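Inhibition of light generation by firefly luciferase from ATP and luciferin was profiled with concentration-response curves per sample, ATP held at 10 uM within the enzyme's linear range. Plates were read by luminescence after an 8-minute ambient incubation.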
Rhodamine fluor – qHTS Assay for Spectroscopic Profiling in Rhodamine Spectral Region; Rhodamine-region fluorescence, 547/598 nm, Tris buffer; stronger effect = higher value; max dye-equivalent concentration, M; 59,000 tested, 0.05% active; AID 594, 2007; in the data active = max dye-equivalent concentration above about 11 nM; inconclusive = between about 1.1 nM and that limit
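Compounds in 100 mM Tris buffer, pH 8.0, were incubated 15 min at room temperature, then read at 547 nm excitation and 598 nm emission. Fluorescence was normalized against a per-plate six-point rhodamine standard curve as dye-equivalent concentration.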
HEK293 cAMP cs – qHTS Assay for Agonists of the Thyroid Stimulating Hormone Receptor: Activators of Intracellular cAMP Concentrations in Parental HEK 293; parental HEK293 CNG cAMP sensor, membrane potential fluorescence; Potency, µM (doses to about 57.1 µM), for the others: at the top dose activation, actives largely listed as activators; 73,000 tested, 2.5% active; note: potency is the fitted concentration of half-maximal effect; % of control where 0% means no effect; nearly all actives have a fitted effect of over 55% in size
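Parental HEK 293 cells stably expressing a cAMP-gated CNG channel were loaded with membrane potential dye containing 100 uM RO 20-1724 for 60 min. Compound added for 30 min; depolarization read as fluorescence intensity at 590 nm.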
Tau filament bind – qHTS Assay for Tau Filament Binding. recombinant tau filaments, thioflavin S fluorescence, 15 h; filaments grown with octadecylsulfate alongside compound. Microtubule-associated protein tau (Homo sapiens), P10636. 71,000 tested, 2% active. Potency, µM (highest dose often 57.1 µM), for the others: top-dose activity change, negative = inhibition;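 note: potency is the fitted concentration of half-maximal effect; % is set by controls: 0 for no effect and ±100 for the full control effect; actives lower thioflavin S fluorescence by blocking filaments or displacing dye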
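Thioflavine S fluorescence (ex 450, em 510 nm) reports filaments formed from 1 uM human tau plus 30 uM ODS over 15 h at 37 C (10 mM HEPES pH 7.4, 100 mM NaCl, 5 mM DTT); compounds displacing dye or blocking filaments lower signal.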
Caspase-1 inhib – qHTS Assay for Allosteric/Competitive Inhibitors of Caspase-1 | Caspase-1 enzyme, Ac-WEHD-AFC fluorogenic rate | Potency, µM (highest dose often 57.5 µM), for the others: top-dose activity change, negative = inhibition, actives largely listed as inhibitors | 75,000 tested, 0.03% active;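 note: potency is the fitted concentration of half-maximal effect; plate controls were vehicle for no effect and no substrate for full effect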
Target sequence (P29466 120-297 limits assumed): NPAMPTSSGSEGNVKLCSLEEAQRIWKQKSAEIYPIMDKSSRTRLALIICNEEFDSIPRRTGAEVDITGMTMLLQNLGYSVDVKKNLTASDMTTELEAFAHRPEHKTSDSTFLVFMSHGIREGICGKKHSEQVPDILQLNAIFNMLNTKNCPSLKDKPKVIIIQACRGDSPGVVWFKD
Target sequence (P29466 317-404 limits assumed): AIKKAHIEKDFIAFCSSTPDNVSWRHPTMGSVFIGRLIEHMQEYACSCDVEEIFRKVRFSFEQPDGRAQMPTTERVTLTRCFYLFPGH
TexasRed autofl – qHTS Assay for Spectroscopic Profiling in Texas Red Spectral Region. max dye-equivalent concentration, M. 59,000 tested, 0.06% active. Compound fluorescence, Texas Red channel, 547/618 nm; stronger effect = higher value; in the data active = max dye-equivalent concentration above about 10 nM; inconclusive = between about 1.1 nM and that limit
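Texas Red-region profiling: compounds in 100 mM Tris pH 8.0 were read at 547/618 nm after 15 min at room temperature. Intensities were normalized against a six-point Texas Red standard series to give dye-equivalent concentration.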
Fluorescein fluor – qHTS Assay for Spectroscopic Profiling in Fluorescein Spectral Region; Compound autofluorescence, 480/540 nm, fluorescein-equivalent; stronger effect = higher value; max fluorescein-equivalent concentration, M; 59,000 tested, 0.91% active; in the data active = max fluorescein-equivalent concentration above about 10 nM; inconclusive = between about 1.1 nM and that limit
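Read-out is intrinsic compound fluorescence at 480/540 nm (excitation/emission), expressed as dye-equivalent concentration using a fluorescein standard series run on every plate. Compounds sat 15 min at room temperature in 100 mM Tris, pH 8.0.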
ERK AVP block – qHTS Assay for Inhibitors of the ERK Signaling Pathway using a Homogeneous Screening Assay. HEK293-V1b, vasopressin-stimulated pERK AlphaScreen. Potency, µM (highest dose often 57.5 µM), without a hit: at the highest dose activity, negative = inhibition, hits mostly inhibitors. 72,000 tested, 0.99% active. AID 995, 2007; note: potency is the fitted concentration of half-maximal effect; % is set by controls: 0 for no effect and ±100 for the full control effect; nearly all actives have a fitted effect of over 55% in size
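Overnight-seeded V1b-HEK293 cells in 1% FBS got compound, then vasopressin (25 nM final, 5 min, 37C), then lysis buffer. AlphaScreen detection of phospho-ERK; activity normalized to basal and full-stimulation controls.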
Active calls of the source: *; i = inactive; ? = inconclusive; · = no result given; [ ] = remark or other dose. Unless noted, calls come from the whole dose curve; as a rule, active = well fitted curve in the direction sought with a large enough effect; inconclusive = small, poorly fitted or top-dose-only effect, or another doubt; inactive = no such curve, though single readings can be large; an effect the other way counts as inactive or inconclusive. Some of the compounds tested (hit frequency here may not be typical).

structure	Tau filament bind	Caspase-1 inhib	4MU fluor	ERK AVP block	Fluorescein fluor	TexasRed autofl	FLuc inh	Rhodamine fluor	HEK293 cAMP cs	A350 autofl	Casp7 inh
Cc1ccc(OCCSc2nnc(-c3ccncc3)n2C)cc1	?	-3%	i	0%	i	i	-1%	i	3%	i	-1%
Cc1ccccc1-c1ccc2ncnc(N3CCN(C)CC3)c2c1	2%	3%	i	?	i	i	1%[2.29 µM]	i	?	i	2%
Cc1ccc(C2C(C(=O)c3cc4ccccc4o3)=C(O)C(=O)N2CCCN(C)C)cc1 (stereo not given)	·	·	i	·	i	i	2%[25.5 µM]	i	·	i	·
COC(=O)c1cn(C)c2ccc(S(=O)(=O)N3CCCC3)cc2c1=O	-12%	2%	?	-6%	i	?	3%	i	0%	?	-2%
COc1ccc(Cl)c(S(=O)(=O)N2CCCC2)c1	-9%	2%	i	-6%	i	i	3%	i	17%	i	0%
COc1ccc(C(=O)N2CCC3(CC2)CN(c2cccc(-c4ccccc4)c2)C3)cc1	30%	-2%	i	?	i	i	1%[11.4 µM]	i	21%	i	-2%
Cc1cc(=O)n2nc(N3CCCC(C(=O)N4CCN(C)CC4)C3)sc2n1 (stereo not given)	0%	0%	i	-25%	?	i	2%	i	0%	i	-6%
Cc1cc(C(=O)NCCCn2ccnc2)sc1-c1ccccc1	-15%	-1%	i	-26%	i	i	-4%	i	12%	i	0%
CC1=CC(C)(C)C(C(=O)O)C(C(=O)O)C1 (stereo not given)	-7%	0%	i	2%	?	i	2%	i	19%	i	0%
COc1ccc(C(=O)Nc2cc3c(cc2C#N)OCO3)cc1S(=O)(=O)N1CCN(C)CC1	38%	-2%	·	-18%	·	·	3%	·	3%	·	-1%
COc1cccc(CN(Cc2cccnc2)S(=O)(=O)c2ccc(-n3cnnn3)c(C)c2)c1OC	7%	-2%	?	10%	?	i	1%	i	15%	?	-5%[0.00368 µM]
O=C(CSc1nc2ccccc2n1CC(=O)N1CCCC1)Nc1ccc2c(c1)OCO2	10%	2%	i	-8%	i	?	-1%	i	8%	i	-2%
COc1ccccc1-c1nc(NCc2cnc(C)cn2)c2ccccc2n1	?	0%	i	-10%	?	i	0%[2.29 µM]	i	-12%	i	3%
Cc1ccc(C(C)C)c(OCC(=O)N2CCOCC2)c1	-5%	0%	i	-13%	?	i	2%	i	5%	?	-3%
O=C(CSc1nnc(Cn2c(=O)sc3ccccc32)n1-c1ccccc1)N1CCCCCC1	5%	1%	·	-16%	·	·	0%	·	1%	·	1%
CC1(C)CC(=O)C2=C(C1)NC(=O)CC2c1cccc(F)c1 (stereo not given)	17%	-5%	1.9e-08M*	14%	?	i	3%	i	2%	2.5e-08M*	-5%
Cc1c(C(=O)O)sc(=S)n1CCOc1ccccc1	-5%[11.4 µM]	-2%	·	-7%	·	·	3%	·	-1%[11.4 µM]	·	2%
C=CCc1ccccc1OCC(O)CN1CCN(c2ccccc2F)CC1 (stereo not given)	-7%	-1%	i	10%	i	i	3%	i	11%	i	0%
Cc1ccc(-n2c(C)cc(C)c(C#N)c2=O)cc1Cl	1%	0%	4.7e-08M*	-8%	i	?	0%	i	1%	2.8e-08M*	3%
Cc1cc(=O)[nH]c(-n2nc(C)cc2C)n1	-8%	-1%	i	-3%	i	i	3%	i	0%	i	-1%
O=C(c1cccnc1)N1C2C=CC(C2)C1(C(F)(F)F)C(F)(F)F (stereo not given)	6%	0%	i	-4%	i	i	3%	i	2%	i	-2%
O=C(Oc1ccc2ccc(=O)oc2c1)N1CCOCC1	0%	-5%	·	6%	·	·	0%	·	?	·	-4%
Cc1noc(C)c1C(=O)N1CCC[C@@]2(CCN(c3ccccn3)C2)C1	-1%	2%	i	10%	i	i	1%[11.4 µM]	i	6%	i	-1%
Cc1cc(C)nc(SCC(=O)c2ccc(O)cc2O)n1	-6%	3%	·	-28%	·	·	3%	·	9%	·	4%
O=C(Cn1cnc2c(nnn2Cc2ccc(Cl)cc2)c1=O)N1CCCc2ccccc21	2%	-3%	i	19%	i	i	-1%	i	-13%[2.29 µM]	i	-4%
O=C(NCc1n[nH]c(=S)n1-c1cccc(Cl)c1)c1ccc(S(=O)(=O)N2CCCC2)cc1	7%	0%	i	20%	i	i	1%	i	-1%	i	2%
CN(C)CCSc1nnc2sc3ccccc3n12	6%	5%	i	16%	i	?	-1%	i	1%	i	4%
COc1cccc(-c2noc(C3CCCN(S(=O)(=O)c4cccc(Cl)c4C)C3)n2)c1 (stereo not given)	-1%	-2%	i	44%[activator]	i	i	0%	i	?	i	1%
NC(=O)c1oc2ccccc2c1NC(=O)c1ccc(F)cc1	60%	-5%	·	·	·	·	-5%	·	?	·	2%
CC(C)NC(=O)N1CC2(CCN(C(=O)c3ccco3)CC2)C1	8%	0%	i	-30%	i	i	0%[11.4 µM]	i	?	i	0%
Cn1c(=O)c(-c2ccc(Cl)cc2)nc2cnc(OCc3ccccc3)nc21	0%	-6%	?	0%	i	i	1%[11.4 µM]	i	-5%	?	-15%
COc1ccc(N2CCN(CC(O)c3c[nH]c4ccc(OC)cc34)CC2C)cc1 (stereo not given)	-26%	-1%	i	?	i	i	1%	i	-15%	i	-1%
Cc1ccc(-c2noc(CCC(=O)Nc3ccccc3N3CCN(C)CC3)n2)cc1	23%	3%	i	12%	i	i	1%	i	6%	i	1%
CCOc1ccc2nc(SCC(=O)Nc3ncccn3)[nH]c2c1	·	·	i	·	?	i	-1%[25.5 µM]	i	·	i	·
Cc1cc(N2CCN(c3nc(N4CCOCC4)nc4ccccc34)CC2)c2ccccc2n1	-8%	0%	5.1e-08M*	5%	i	i	0%	i	-2%	4.7e-08M*	1%
O=C(c1cccc(S(=O)(=O)N2CCCC2)c1)c1cccc(S(=O)(=O)N2CCCC2)c1	-5%[11.4 µM]	-2%	·	-30%	·	·	0%	·	?	·	0%
COc1ccc(C(=O)N2CCN(Cc3cc(OC)c(O)c(OC)c3)CC2)cc1OC	-3%	1%	i	-15%	?	i	3%	i	?	i	1%
C=CC[C@@H]1C=C[C@@H](O/N=C2/C[C@@H](O)[C@@H](O)[C@@H]3[C@@H]4C(=O)N(CC)C(=O)[C@H]4CC[C@@H]23)[C@@H](CO)O1	·	-2%[11.5 µM]	·	0%[11.5 µM]	·	·	1%[11.4 µM]	·	7%[11.4 µM]	·	3%[11.5 µM]
O=C(NCCN1CCOCC1)C1CCC(=O)N1C1CCCCC1 (stereo not given)	-52%	1%	i	9%	i	i	1%	i	-2%	i	1%
CCC(C)c1ccc(O)c(NC(=O)c2cncc(Br)c2)c1 (stereo not given)	-19%	2%	i	?	i	i	-5%	i	-5%	i	-2%
Cn1c(=O)c2c(nc(CN3CCN(Cc4ccccc4)CC3)n2Cc2ccccc2)n(C)c1=O	?	-9%	·	·	·	·	2%	·	2%	·	-10%
COc1ccccc1N1CCN(C(CNC(=O)C2CCCCC2)c2cccnc2)CC1 (stereo not given)	-14%	?	·	·	·	·	1%	·	?	·	1%
COC(=O)c1ccc(CN(C)S(=O)(=O)c2ccc(C)cc2)o1	-15%	-1%	i	-9%	i	i	3%	i	4%	i	1%
CC1(C)OC(=O)N(CCc2ccccc2)C1(C)O (stereo not given)	-22%	4%	i	-18%	i	i	1%	i	5%	i	-2%
COc1ccc(C(=O)N(c2ccccc2)C2C=CS(=O)(=O)C2)cc1 (stereo not given)	-8%	0%	i	6%	i	i	3%	i	5%	i	-1%
Cc1ccc(CCP(=O)(O)CN2CCOCC2)cn1	-9%	2%	·	17%	·	·	3%	·	-3%	·	-1%
Cn1c(=O)c(C(=O)NCCO)c(O)c2ccccc21	-4%	2%	i	-12%	i	i	1%	i	-7%	?	-12%
COC(=O)C1(C(F)(F)F)N=C2Sc3ccccc3N2C(N2CCOCC2)=N1 (stereo not given)	-3%	4%	·	-20%	·	·	0%	·	0%	·	-1%
N=c1c2c3c(sc2ncn1CCN1CCOCC1)CCCC3	20%	4%	i	1%	?	i	0%	i	20%	i	-3%
COc1ccc(S(=O)(=O)n2nc(OC(=O)c3ccc(C)cc3)cc2N)cc1	-3%	-3%	i	14%	i	i	1%	i	12%	i	0%
CCOC(=O)CSc1nc2cc(C(=O)N3CCC(C(N)=O)CC3)ccc2c(=O)n1-c1ccccc1	-4%	-4%	i	-9%	?	?	2%	i	-4%	?	-1%
Cc1ccc(CCC(=O)Nc2nccs2)o1	-4%[11.4 µM]	0%	·	-1%	·	·	-1%	·	3%[11.4 µM]	·	0%
COc1ccc(C(=O)NCCc2nnc(SCc3nc4ccccc4c(=O)[nH]3)n2C)cc1	-5%	-2%	i	-1%	i	i	0%	i	?	i	1%

Bioassay records: PubChem BioAssay, National Center for Advancing Translational Sciences (NCATS)
